# NTR1 agonist: agonists of NTR1, primary screen, imaging, U2OS cells, beta-arrestin-GFP, high content (AID 493036) | P30989 | NTR1-U2OS beta-arrestin-GFP spot imaging, agonist mode | activation, % at 20 µM | 330,000 compounds, 0.17% hits;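 active means activation at or above 40% of the spot to cytoplasm intensity ratio, with at least 20 cells analyzed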;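 further: 0% = DMSO without peptide and 100% = 100 nM NTR1 peptide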
# Target sequence (P30989 whole entry, looked up): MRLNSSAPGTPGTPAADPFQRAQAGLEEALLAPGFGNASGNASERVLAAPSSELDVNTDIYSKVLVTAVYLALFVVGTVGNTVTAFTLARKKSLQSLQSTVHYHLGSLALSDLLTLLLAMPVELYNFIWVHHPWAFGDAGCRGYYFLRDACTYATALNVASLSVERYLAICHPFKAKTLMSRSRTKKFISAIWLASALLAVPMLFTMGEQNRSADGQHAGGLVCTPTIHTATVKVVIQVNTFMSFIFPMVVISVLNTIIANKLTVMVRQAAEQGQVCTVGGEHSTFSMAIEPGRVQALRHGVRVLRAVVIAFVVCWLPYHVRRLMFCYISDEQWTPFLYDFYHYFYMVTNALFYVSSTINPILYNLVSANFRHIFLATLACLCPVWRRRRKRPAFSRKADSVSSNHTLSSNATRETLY
# GPR55 activation: GPR55 agonists via beta-arrestin recruitment, primary screen, imaging, U2OS cells, beta-arrestin-GFP redistribution (AID 1961) | U2OS GPR55 beta-arrestin-GFP redistribution imaging; higher % means a stronger effect | one-dose activation, % at 10 µM; EC50 in µM for titrated hits | 290,000 compounds, 0.048% hits;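 active means activation above 40% with more than 50 cells counted in the well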;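 further: U2OS osteosarcoma cells stably expressing GPR55 and beta-arrestin-GFP; plate controls were DMSO negative control for no effect and LPI positive control for full effect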
# KOR beta-arrestin-1: KOR agonists, beta-arrestin recruitment, primary screen, cell-based, luminescence, uHTS (AID 1777) | KOR beta-arrestin recruitment, luminescence; higher % means a stronger effect | activation, % at 10 µM; hits with a dose series show EC50 in µM | 280,000 compounds, 0.02% hits; in the data active means activation above about 50%, passing the limit was not always enough; further: a part of the inactive calls stands beside numbers as strong as those of hits
# NOD1 NF-kB reporter: inhibition of NOD1-driven NF-kB reporter – cell-based, luminescence, uHTS, primary screen (AID 1578). NOD1-driven NF-kB luciferase reporter cells, luminescence; higher % means a stronger effect. one-dose inhibition, % at 4 µM; EC50 in µM for titrated hits. 290,000 compounds, 1% hits; in the data active means inhibition mostly above about 36%, no sharp cut-off; inactive means mostly below about 34%;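 further: HEK-293T reporter cells stimulated with the NOD1 agonist gamma-tri-DAP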
# GPR55 antagonists: GPR55 antagonists blocking LPI-driven arrestin recruitment, primary screen, imaging, U2OS, beta-arrestin-GFP, LPI agonist (AID 2013); U2OS GPR55 beta-arrestin-GFP translocation imaging, LPI antagonism; higher % means a stronger effect; inhibition, % at 10 µM; hits with a dose series show IC50 in µM; 290,000 compounds, 0.13% hits;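 active means spots per cell inhibited over 60%, with over 100 cells counted and total cytoplasm intensity under 500,000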;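 further: U2OS cells stably carrying GPR55 and arrestin-GFP stimulated by 5 µM LPI near EC80; imaged beta-arrestin-GFP aggregate spots per cell after agonist stimulation; plate controls were LPI-stimulated DMSO wells for no effect and DMSO wells without LPI for full effect; some results filed as inactive read as strong as hits; confirmed hits need IC50 under 10 µM and bright autofluorescent wells are also inconclusive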
# KOR beta-arrestin-2: KOR antagonists, beta-arrestin recruitment, cell-based, luminescence, uHTS (AID 1778) | KOR beta-arrestin recruitment, luminescence, antagonist mode; higher % means a stronger effect | inhibition, % at 10 µM; hits with a dose series show IC50 in µM | 290,000 compounds, 0.091% hits; in the data active means inhibition above about 50%; further: strong numbers were not always called active
# GPR35 antagonists: inhibition of zaprinast-stimulated GPR35 beta-arrestin translocation – imaging, U2OS, beta-arrestin-GFP, zaprinast agonist, primary screen (AID 2058); U2OS GPR35 beta-arrestin-GFP translocation imaging, zaprinast antagonism; higher % means a stronger effect; inhibition, % at 10 µM; hits with a dose series show IC50 in µM; 290,000 compounds, 0.052% hits;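 active means inhibition of at least 50% with at least 30 cells and total cytoplasm GFP at most 10,000,000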
# K1F lysis inhibition: inhibition of K1F phage lysis, E. coli UTI89, bacterial capsule biogenesis inhibitors, alamar blue (AID 488966); E. coli UTI89 K1F phage lysis, alamar blue, 2 h; higher % means a stronger effect; one-dose inhibition, % at 100 µM; IC50 in µM for titrated hits; 340,000 compounds, 0.02% hits;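 active means phage lysis inhibition, versus mean bacterial control, above a set limit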;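 further: capsule biogenesis inhibitors block K1F phage lysis so surviving cells raise fluorescence; higher fluorescence means more inhibition of phage lysis; actives were called in the ten point dose series up to 300 µM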
# Rac1 GTP hydrolysis: MgcRacGAP GTPase-activating activity inhibitors, confirmation, biochemical, ADP Hunter fluorescence; MgcRacGAP-stimulated Rac1 GTP hydrolysis, ADP Hunter fluorescence; higher % means a stronger effect; GST-tagged Rac1 F28L mutant substrate; inhibition, % at 30 µM, or IC50 in µM where a hit was titrated; 340,000 compounds, 0.6% hits; AID 624330;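 active means first-screen hits whose inhibition reached a set limit at any dose in the follow-up dose series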;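 further: fluorescence reports GDP produced by GAP-driven GTP hydrolysis; strong numbers were not always called active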
# NTR1 agonist cell count 20 µM: second read-out of NTR1 agonist, no call of its own (marks repeat the call); cell count; measured here: cell count, cytotoxicity flag
# Numbers without * were called inactive; · = no result given; [ ] = dose if it differs, or a comment.
SMILES,NTR1 agonist,NTR1 agonist cell count 20 µM,GPR55 activation,KOR beta-arrestin-1,NOD1 NF-kB reporter,GPR55 antagonists,KOR beta-arrestin-2,GPR35 antagonists,K1F lysis inhibition,Rac1 GTP hydrolysis
Cc1onc(-c2ccccc2Cl)c1C(=O)NCc1nc(-c2ccc(C(F)(F)F)cc2)no1,4.4,40,-0.2%,5.4%,15%,-12%,-13%,-13%,0.5%,8%
COc1cc(/C=N/N=C2/NC(=O)C(CC(=O)O)S2)ccc1OCc1cccc(Cl)c1 (stereo not given),0.6,47,0.2%,-6.9%,-21%,1%,-44%[20 µM],-7%,-1.6%,17%
CC(=O)NC(Cc1ccccc1)C(=O)NC1CCN(c2ncccc2[N+](=O)[O-])CC1 (stereo not given),2.4,82,0.2%,-4.3%,-13%,6%,4%,3%,1.5%[50 µM],8%
O=C(Cn1cnc2ccccc2c1=O)NCCC(=O)Nc1ccc2c(c1)OCO2,-1.2,59,-0.5%,0.1%,-28%,-9%,-4%,2%,0.1%,3%
CCOC(=O)c1cnn(-c2ncnc3sc(CC)cc23)c1N,4.4,58,-0.2%,2.0%,-56%,-9%,8%,-9%,0.1%,10%
CC(=O)Nc1c(C)ccc(CNC(=O)COc2cc(C)ccc2C)c1C,1.7,47,-0.3%,-0.6%,41%,4%,-37%,-7%,1.4%[50 µM],7%
CCOc1ccc(N(CC(=O)NCC2CCCO2)C(=O)CCC(=O)Nc2ccccn2)cc1 (stereo not given),5.7,47,0.3%,-2.1%,-26%,-3%,29%,-9%,-0.3%,8%
CCc1nc2scc(-c3ccccc3)c2c(=O)n1N,0.2,43,-0.1%,-1.3%,-8%,9%,14%,-6%,0.6%,8%
CC1C2C(C)N(C)C(=O)N(C)C2N(C)C(=O)N1C (stereo not given),1.8,103,-0.1%,8.5%,-11%,5%,2%,8%,0.4%,5%
COc1ccc(-c2cc(C)no2)cc1S(=O)(=O)NCCCN(C)Cc1ccccc1,2.1,71,0.1%,-7.1%,-23%,10%,-8%,6%,2.5%,9%
COC(=O)C1=C(C)NC(=O)C1(NC(=O)CN1CCCC1=O)C(F)(F)F (stereo not given),-0.1,50,0.0%,-4.1%,-4%,3%,14%,10%,0.3%,7%
Cc1ccc(C)c(OCCC(=O)OCC(=O)N2CCN(c3ccccc3)CC2)c1,1.5,46,-0.1%,3.7%,-33%,5%,-19%,-13%,1.0%[50 µM],2%
C=CCN(c1ccccc1)S(=O)(=O)c1ccc2[nH]cc(C(=O)NCCOC)c(=O)c2c1,-0.5,93,0.5%,2.7%,-5%,13%,7%,-10%,1.7%[50 µM],8%
Cc1ccc(-c2nnn3c2nc(Cl)c2ccccc23)cc1,·,·,0.1%,0.0%,8%,-2%,-27%,-5%,0.0%,13%
C/C(=N\O)c1ncc(C(F)(F)F)cc1Cl,-0.2,65,1.4%,-1.4%,-24%,3%,-22%,-4%,-0.2%,2%
COc1cc(OC)cc(-c2nnc(SCc3c(F)cccc3Cl)o2)c1,5.4,52,0.3%,-1.0%,-48%,12%,-34%,1%,4.3%,2%
NS(=O)(=O)c1cc(C(=O)OCC(=O)Nc2ccccc2[N+](=O)[O-])ccc1Cl,3.0,69,-0.1%,-0.3%,-13%,2%,-38%[20 µM],15%,-6.4%,8%
CN1C(=S)SC(/[N+]([O-])=C/c2c(F)cccc2Cl)C1(C)C (stereo not given),0.6,70,0.2%,-2.6%,-2%,6%,18%,-6%,·,·
Cc1cccc(C)c1Nc1c(-c2ccc(N3CCOCC3)cc2)nc2cnccn12,0.6,55,0.0%,-1.0%,-2%,11%,10%,-2%,0.5%,14%
CCCc1c(O)nc(SCCN(CC)CC)[nH]c1=O,0.5,65,-0.2%,-4.3%,6%,12%,-18%,-17%,0.1%,11%
CN(c1ccccc1)S(=O)(=O)c1ccc(C(=O)Nc2nnc(C3CC3)o2)cc1,2.4,84,-0.4%,-0.5%,-20%,-3%,-3%,-15%,0.3%,2%
Cc1ccc(-n2nc3c(c2NC(=O)CC(C)C)CS(=O)C3)cc1 (stereo not given),-2.3,49,-0.1%,-6.0%,-3%,14%,-25%[20 µM],-4%,-0.5%,17%
S=C(NCCC(c1ccccc1)c1ccccc1)Nc1ccccc1Cl,3.7,36,-2.1%,-0.5%,15%,27%,13%,13%,8.0%,4%
CCn1c(SCC(=O)NNC(=O)c2ccc(C)cc2)nnc1C1CC1,1.7,49,0.2%,1.8%,-11%,2%,-52%,-5%,-0.2%,-1%
COc1c(C(=O)Nc2c(C)n(C)n(-c3ccccc3)c2=O)ccc2ccccc12,-0.2,78,0.7%,-1.3%,-24%,-5%,-12%,5%,-0.1%,5%

# Laid out differently: results already given
compound	NTR1 agonist	NTR1 agonist cell count 20 µM	GPR55 activation	KOR beta-arrestin-1	NOD1 NF-kB reporter	GPR55 antagonists	KOR beta-arrestin-2	GPR35 antagonists	K1F lysis inhibition	Rac1 GTP hydrolysis
Cc1onc(-c2ccccc2Cl)c1C(=O)NCc1nc(-c2ccc(C(F)(F)F)cc2)no1	4.4	40	-0.2%	5.4%	15%	-12%	-13%	-13%	0.5%	8%
COc1cc(/C=N/N=C2/NC(=O)C(CC(=O)O)S2)ccc1OCc1cccc(Cl)c1 (stereo not given)	0.6	47	0.2%	-6.9%	-21%	1%	-44%[20 µM]	-7%	-1.6%	17%
CC(=O)NC(Cc1ccccc1)C(=O)NC1CCN(c2ncccc2[N+](=O)[O-])CC1 (stereo not given)	2.4	82	0.2%	-4.3%	-13%	6%	4%	3%	1.5%[50 µM]	8%
O=C(Cn1cnc2ccccc2c1=O)NCCC(=O)Nc1ccc2c(c1)OCO2	-1.2	59	-0.5%	0.1%	-28%	-9%	-4%	2%	0.1%	3%
CCOC(=O)c1cnn(-c2ncnc3sc(CC)cc23)c1N	4.4	58	-0.2%	2.0%	-56%	-9%	8%	-9%	0.1%	10%
CC(=O)Nc1c(C)ccc(CNC(=O)COc2cc(C)ccc2C)c1C	1.7	47	-0.3%	-0.6%	41%	4%	-37%	-7%	1.4%[50 µM]	7%
CCOc1ccc(N(CC(=O)NCC2CCCO2)C(=O)CCC(=O)Nc2ccccn2)cc1 (stereo not given)	5.7	47	0.3%	-2.1%	-26%	-3%	29%	-9%	-0.3%	8%

# Other records:
SMILES,NTR1 agonist,NTR1 agonist cell count 20 µM,GPR55 activation,KOR beta-arrestin-1,NOD1 NF-kB reporter,GPR55 antagonists,KOR beta-arrestin-2,GPR35 antagonists,K1F lysis inhibition,Rac1 GTP hydrolysis
CCNC(=O)NC1(C(=O)Nc2ccc3c(c2)OCCO3)CCCCC1,-1.9,87,0.2%,3.6%,10%,12%,-32%,-10%,0.7%,2%
COc1ccc(OC)c2c(N)c(C#N)c(C(F)(F)C(F)(F)F)nc12,-1.1,67,0.1%,-4.1%,7%,2%,24%,-21%,1.6%,6%
Cc1ccc(C)c(NC(=S)NNc2ccc(F)cc2F)c1,3.9,52,0.3%,4.1%,-10%,-1%,22%,-3%,-0.5%,6%
O=C(COC(=O)c1cccc(S(=O)(=O)N2CCOCC2)c1)Nc1ccc2c(c1)OCO2,-5.0,87,-0.2%,-6.9%,-2%,6%,15%,-2%,3.1%,6%
O=C(NCC(=O)N1CCC2(CC1)NCCc1[nH]cnc12)c1ccc(Br)cc1,1.3,67,0.2%,3.9%,-8%,1%,-22%,-10%,0.4%,10%
Cc1cc(SCC(=O)NC(=O)NCc2ccco2)nc2c(C)cccc12,2.9,43,-0.2%,4.7%,-12%,-2%,14%,10%,0.7%,10%
CCC1CCc2c(sc(NC(=O)c3cnccn3)c2C(N)=O)C1 (stereo not given),0.3,58,-0.1%,-6.8%,-32%,-10%,-34%[20 µM],-4%,0.3%,21%
CCN1C(=O)[C@@H]2Cc3c([nH]c4ccccc34)C(c3ccc(OC)cc3)N2C1=S (stereo not given in full),2.2,81,0.4%,-3.7%,-1%,5%,22%,6%,0.6%,5%
Cc1nc2ccc(NC(=O)c3ccc(S(=O)(=O)N4CCOCC4)cc3)cc2s1,-0.4,50,0.2%,-1.3%,7%,-4%,-38%,-9%,0.4%,4%
O=C(CCn1nc(-c2ccccc2)ccc1=O)N1CCN(c2ccccc2)CC1,0.3,94,-0.1%,2.9%,-1%,-15%,-27%,0%,0.1%,8%
O=C(c1cc2ncc(CCCl)cn2n1)N1CCCCCC1,-2.0,77,0.4%,1.3%,-19%,4%,12%,10%,2.4%,8%
CCN1CCN(C(=O)c2cc3sccc3n2CC(=O)c2ccccc2)CC1,0.3,68,-0.2%,-1.4%,-8%,1%,16%,-2%,1.9%,5%
O=C(CC1C(=O)NCCN1Cc1cccc(F)c1)NC1CCCCCC1 (stereo not given),0.3,58,0.3%,-0.7%,-29%,16%,22%,6%,0.2%,9%
Cc1nc(SCC(=O)N(C)Cc2ccco2)c2c(C)c(C)sc2n1,5.2,91,-0.1%,-0.5%,16%,4%,1%,11%,-0.5%,4%
O=C(CN1C(=O)NC2(CCCCC2)C1=O)Nc1cccc(S(=O)(=O)N2CCOCC2)c1,-0.7,64,-0.1%,-0.8%,5%,7%,32%,-5%,0.1%,0%
O=c1ccc(C(F)(F)F)cn1Cc1cc(=O)n2cc(Br)ccc2n1,0.0,39,-0.3%,-1.3%,-25%,10%,29%,1%,0.4%,4%
COC(=O)C1(C(=O)OC)NOC2C(=O)N(c3ccc(Cl)cc3Cl)C(=O)C21 (stereo not given),-1.9,81,0.0%,-0.7%,-10%,7%,-3%,27%,8.5%,9%
COC(=O)C1=C(C)NC(c2c(O)ccc3ccccc23)C(C(=O)OC)=C1C (stereo not given),-1.3,43,-0.5%,2.1%,-31%,8%,6%,11%,0.9%[50 µM],5%
Cc1cccc(-n2nnnc2SC(C)C(=O)NCCC2=CCCCC2)c1 (stereo not given),0.2,79,-0.2%,4.4%,-14%,0%,-6%,-3%,-0.5%,-1%
COc1cccc(-c2nc(COc3ccc(Cl)cc3Cl)no2)c1,-0.7,50,-0.2%,-5.7%,4%,9%,18%,-8%,-0.2%,-7%
Cc1cnc(NC(=O)CSc2nnc(-c3ccncc3)n2C2CCCCC2)s1,2.4,75,-0.2%,4.7%,-23%,-6%,-22%,3%,-0.1%,-1%
Cc1cccc(N=C2C(=O)Nc3c(Cl)cccc32)c1,1.9,53,0.3%,2.8%,2%,10%,0%,5%,1.0%,7%
CC(C)CCNC(=O)c1cccc(Cl)c1,4.2,70,-0.1%,-3.5%,-23%,3%,4%,4%,1.5%,-2%
COc1ccc(Cl)cc1-n1c(C)cc(C(=O)OCC(=O)N2CC(=O)Nc3ccccc32)c1C,11,61,0.3%,1.9%,-18%,10%,-16%,-19%,-0.3%,6%

# Screening results from PubChem.

# Some of the compounds tested; count on the stated rates, not on these rows.
